TIM10 inh – growth inhibitors of isogenic TIM10 control yeast, primary screen, counter-screen for tim10-1 yeast inhibitor project, luminescence, uHTS; S. cerevisiae TIM10 strain growth, BacTiter-Glo luminescence, 24 h; inhibition, % at 10 µM; actives 1.4% (n = 330,000); AID 463195, 2010;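 active = inhibition of 40% or more at the single tested concentration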;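 note: wild-type TIM10 isogenic control strain grown at permissive 25 °C; 0% = DMSO yeast wells and 100% = minimal medium wells without yeast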
697 NFkB inh – inhibitors of PMA/ionomycin-induced NF-kB reporter, 697 cells, primary screen, B-cell NF-kB inhibitor project, cell-based, luminescence, uHTS; 697 B-cell NF-kB luciferase reporter, 16 h; inhibition, % at 4 µM; actives 0.33% (n = 330,000); AID 435022, 2010; in the data active = inhibition above about 35%
XBP1 UPR activ – activators of adaptive XBP1 UPR arm, primary screen, cell-based, CHO-XBP1 luciferase reporter, luminescence, uHTS. IRE1-XBP1 UPR activation; percent of tunicamycin response, DMSO as zero. activation, % at 20 µM. actives 0.33% (n = 330,000). AID 463104, 2010;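 active = versus positive control, 20 µM dose yields 30% or more activation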;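 note: 100% = tunicamycin at 10 µg/mL and 0% = DMSO only wells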
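Assay system: CHO-XBP1 luciferase reporter cells; Schedule: 6 h treatment, 37 °C; Detection: glow luminescence from Steady-Glo reagent; Benchmarks: high control tunicamycin 10 µg/mL final, low control DMSO vehicle only.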
tim10-1 inh – growth inhibitors of tim10-1 mutant yeast, primary screen, luminescence, uHTS. inhibition, % at 20 µM. actives 2.2% (n = 330,000). S. cerevisiae tim10-1 ts strain growth, BacTiter-Glo, 24 h;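 active = inhibition of at least 40%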;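 note: mutant grown at 25 °C; 0% = DMSO wells with yeast and 100% = wells holding no yeast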
tim23-1 inh – growth inhibitors of tim23-1 mutant yeast, primary screen, luminescence, uHTS. inhibition, % at 20 µM. actives 1.3% (n = 330,000). S. cerevisiae tim23-1 growth, BacTiter-Glo luminescence, 24 h;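 active = growth inhibition of the mutant yeast at or above 50%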;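 note: temperature-sensitive mutant grown at 25 °C; plate controls were DMSO-treated mutant yeast for no effect and medium wells lacking yeast for full effect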
UPR CHOP act – activators of apoptotic CHOP UPR arm, primary screen, cell-based, CHO-CHOP luciferase reporter, luminescence, uHTS; UPR activation; percent of tunicamycin response over DMSO baseline; actives 0.34% (n = 330,000); AID 449763, 2010; activation, % at 10 µM;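 active = at 10 µM dose, activation of 40% or more, normalized to positive control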;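 note: 100% = tunicamycin at 10 µg/mL and 0% = DMSO alone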
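Test system: CHO-CHOP cells, stable luciferase reporter of PERK-eIF2a-CHOP signalling | Quantity: 500 CHO-CHOP cells per well | Buffer or medium: F12 plus 10% serum | Compound dosing: 10 µM single point, 0.5% DMSO | Schedule: 6 h compound treatment, 37 °C | Signal: Luciferase luminescence | Control set: Tunicamycin high control, DMSO low control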
Jurkat NFkB inh – inhibitors of induced NF-kB luciferase reporter, primary screen, TCR NF-kB activation inhibitor project, cell-based, luminescence, uHTS. inhibition, % at 4 µM. Jurkat, PMA/ionomycin-induced NF-kB luciferase reporter. actives 0.53% (n = 330,000). AID 435003, 2010; in the data active = inhibition above about 50%
Mdm2 MdmX PPI – inhibitors of human Mdm2-MdmX association, primary screen, cell-based, luminescence, split luciferase, SaOS-2, uHTS. Protein Mdm4 (Homo sapiens) + E3 ubiquitin-protein ligase Mdm2 (Homo sapiens), …. SaOS-2 split-luciferase Mdm2/MdmX complementation. inhibition, % at 8 µM. actives 3% (n = 330,000);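 active = inhibition of at least 50% at 8 µM in the primary screen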
Target sequence (O15151 whole entry, looked up): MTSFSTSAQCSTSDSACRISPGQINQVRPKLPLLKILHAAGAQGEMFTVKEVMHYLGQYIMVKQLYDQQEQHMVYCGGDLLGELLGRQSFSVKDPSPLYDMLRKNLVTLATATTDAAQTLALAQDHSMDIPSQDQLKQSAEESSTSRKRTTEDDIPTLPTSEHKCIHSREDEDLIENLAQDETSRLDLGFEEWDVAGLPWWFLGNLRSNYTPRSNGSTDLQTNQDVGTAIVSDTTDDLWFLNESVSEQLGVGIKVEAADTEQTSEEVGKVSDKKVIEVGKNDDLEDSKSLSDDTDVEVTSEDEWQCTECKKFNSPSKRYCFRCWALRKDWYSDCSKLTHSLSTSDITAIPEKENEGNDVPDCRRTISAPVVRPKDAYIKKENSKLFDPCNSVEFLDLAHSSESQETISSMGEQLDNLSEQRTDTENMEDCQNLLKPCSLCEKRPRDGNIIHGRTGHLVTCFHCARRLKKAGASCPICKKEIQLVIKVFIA
Target sequence (Q00987 whole entry, looked up): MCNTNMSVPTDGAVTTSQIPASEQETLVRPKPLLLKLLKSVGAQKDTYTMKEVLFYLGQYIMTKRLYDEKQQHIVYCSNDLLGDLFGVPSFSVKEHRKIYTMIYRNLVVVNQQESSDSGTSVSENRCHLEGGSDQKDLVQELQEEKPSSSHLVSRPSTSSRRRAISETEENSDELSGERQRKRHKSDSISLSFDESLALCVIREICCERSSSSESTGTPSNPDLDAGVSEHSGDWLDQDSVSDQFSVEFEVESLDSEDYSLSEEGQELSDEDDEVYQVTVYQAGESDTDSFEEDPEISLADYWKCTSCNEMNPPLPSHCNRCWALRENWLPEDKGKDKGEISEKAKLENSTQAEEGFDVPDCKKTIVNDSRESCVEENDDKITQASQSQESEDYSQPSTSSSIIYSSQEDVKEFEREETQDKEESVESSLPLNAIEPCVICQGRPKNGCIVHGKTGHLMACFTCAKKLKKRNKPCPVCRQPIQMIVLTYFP
An asterisk follows results filed as active.

SMILES | TIM10 inh | 697 NFkB inh | XBP1 UPR activ | tim10-1 inh | tim23-1 inh | UPR CHOP act | Jurkat NFkB inh | Mdm2 MdmX PPI
COc1ccc(C(=O)NC(CC(C)C)C(=O)O)cc1OC (centres undefined) | 5 | 17 | 0 | 5 | -3 | -2.1 | -4 | -10
COc1ccccc1NC(=O)CSc1nccn1Cc1ccc(F)cc1 | 10 | -20 | -1 | 13 | 21 | -0.9 | 4 | 31
CC(=O)N1c2ccc(S(=O)(=O)NCC3CCC(C(=O)Nc4cc(C)ccn4)CC3)cc2CC1C (centres undefined) | 13 | -61 | -6 | 16 | 13 | -0.6 | 31 | 39
CC(CSc1nnnn1-c1ccccc1)Cn1c(N2CCCC2)nc2c1c(=O)[nH]c(=O)n2C (centres undefined) | 10 | 12 | 9 | -8 | 6 | -1.1 | -1 | -25
COC(=O)Cn1c2ccccc2c2nc(=O)cc(C)n21 | 5 | 10 | -2 | 5 | 0 | -0.3 | -2 | 4
S=C(NCCc1ccccn1)Nc1cc(Cl)cc(Cl)c1 | -5 | -7 | -2 | 26 | 27 | 0.0 | -14 | 15
O=C(c1cc2cc(Cl)ccc2o1)N1CCCCCC1 | 2 | -70 | 4 | 10 | 29 | 4.7 | -35 | -70
Cn1c(=O)c(=O)n(C)c2cc(S(=O)(=O)N3CC(=O)N(CCc4ccccc4)C(=O)C3)ccc21 | -31 | -3 | 0 | -4 | -23 | 1.5 | 1 | 11
COc1ccc(N2C(=O)CC(N3CCN(c4ccc(S(=O)(=O)N5CCCC5)cc4)CC3)C2=O)cc1 (centres undefined) | 9 | 2 | -1 | -5 | 0 | -0.4 | -2 | 16
Cc1nn(CC(O)CN2c3ccccc3Sc3ccccc32)c(C)c1Br (centres undefined) | 2 | -12 | -1 | 14 | 34 | -2.0 | 7 | 33
Cc1[nH]c2ccc(C(=O)OCC(=O)Nc3cccc(S(N)(=O)=O)c3)cc2c1C | 1 | 0 | 2 | 10 | 14 | -0.4 | 11 | -25
C=C(C)CN(CC)C(=O)CC1C(=O)NCCN1CC(C)(C)C (centres undefined) | 2 | 19 | -1 | -5 | 9 | 0.8 | 1 | -17

Next part; the last 3 above are carried over.
SMILES | TIM10 inh | 697 NFkB inh | XBP1 UPR activ | tim10-1 inh | tim23-1 inh | UPR CHOP act | Jurkat NFkB inh | Mdm2 MdmX PPI
Cc1nn(CC(O)CN2c3ccccc3Sc3ccccc32)c(C)c1Br (centres undefined) | 2 | -12 | -1 | 14 | 34 | -2.0 | 7 | 33
Cc1[nH]c2ccc(C(=O)OCC(=O)Nc3cccc(S(N)(=O)=O)c3)cc2c1C | 1 | 0 | 2 | 10 | 14 | -0.4 | 11 | -25
C=C(C)CN(CC)C(=O)CC1C(=O)NCCN1CC(C)(C)C (centres undefined) | 2 | 19 | -1 | -5 | 9 | 0.8 | 1 | -17
O=C(COC(=O)/C=C/c1ccc(C(F)(F)F)cc1)NCC1CCCCC1 | 1 | 7 | -5 | -6 | -3 | -1.2 | 15 | 13
Cc1ccnc(NS(=O)(=O)c2ccc(NC(=O)C3CCCO3)cc2)n1 (centres undefined) | -8 | -4 | -3 | 18 | 9 | -0.5 | 10 | -28
CC(O)c1ccc2c(c1)OCCOCCN(C)CCOCCO2 (centres undefined) | -9 | 1 | -2 | -8 | 3 | -1.5 | 6 | 20
CCOc1ccc(C(=O)/C=C/Nc2ccc(S(=O)(=O)Nc3cc(C)nc(C)n3)cc2)cc1 | 5 | 4 | 0 | -1 | 2 | 2.8 | 12 | 17
O=C(Nc1ccc(O)cc1)c1cc2ccccc2c(=O)s1 | 8 | -11 | 2 | -12 | -19 | 3.2 | -48 | 16
CCC(=O)c1ccc(OCC(=O)OC(C)C(=O)NCc2ccc3c(c2)OCO3)cc1 (centres undefined) | -6 | 0 | 2 | 8 | 6 | -0.9 | 0 | -11
Cc1cc(=O)oc2c1c(C)nn2-c1ccc(Cl)cc1 | -6 | 7 | 3 | 12 | 1 | 1.5 | 2 | 24
CCOC(=O)C1CCN(C(=O)CC(C)c2ccccc2)CC1 (centres undefined) | -5 | 9 | -1 | 17 | -21 | -4.8 | -5 | 22
COc1cc(C)c(Cl)cc1S(=O)(=O)n1ccnc1 | -1 | 2 | -1 | 3 | 3 | 0.6 | 7 | -15
COCCNC(=S)N(CCc1c(C)[nH]c2ccc(F)cc12)Cc1ccc(C)cc1 | 8 | 7 | -4 | 36 | 31 | -0.9 | -2 | 34
COc1cc2c(cc1OC)C(c1cc(Br)ccc1F)N(C(=O)CCl)CC2 (centres undefined) | 45* | -33 | -9 | 42* | 46 | -4.0 | 42 | 100*
Nc1c(NCCN2CCCCC2)c2ccccc2oc1=O | 8 | 12 | 0 | 4 | -6 | 2.0 | -4 | 26
Cc1c(Nc2nc(-c3ccccc3)cs2)c(=O)n(-c2ccccc2)n1C | 3 | -28 | 1 | 19 | 8 | -0.7 | -4 | 1
O=C(OC1CCOC1=O)c1ccc(NS(=O)(=O)c2cccs2)cc1 (centres undefined) | 7 | 10 | 0 | 8 | 19 | -0.1 | -5 | 7
CCOC(=O)c1c(C)[nH]c(C(=O)COC(=O)/C=C/c2ccc(O)c(OC)c2)c1C | 11 | 7 | 1 | 28 | 15 | -2.4 | 27 | 19
Cc1nnc(SCC2=C(C(=O)O)N3C(=O)C(NC(=O)Cn4nc(C(F)F)cc4C)C3SC2)s1 (centres undefined) | 9 | 2 | -2 | 4 | 6 | 0.6 | -15 | 6
COc1ccc(CCNC(=O)c2cc(S(=O)(=O)N3CCOCC3)ccc2F)cc1 | 6 | 27 | -1 | 5 | 4 | -0.7 | -9 | 22
Cc1ccc(Cn2nnc3c(=O)[nH]c(C4CCN(S(=O)(=O)c5ccc(S(=O)(=O)NC6CC6)cc5)CC4)nc32)cc1 | -6 | 10 | -5 | 4 | 3 | -0.6 | 10 | 18
COc1ccc(N(C(=O)c2snc(C(N)=O)c2N)C(C(=O)NCc2ccc(F)cc2)c2ccc(O)cc2)cc1 (centres undefined) | 4 | 6 | -2 | 15 | 12 | 0.7 | 10 | 8
CCOC(=O)N1CCC(NC(=O)c2ccc(CS(=O)(=O)c3ccccc3C)o2)CC1 | -1 | 7 | -1 | -2 | -1 | 0.6 | 4 | 12
c1ccc(CCNC2=NCCS2)cc1 | 6 | 17 | -3 | -12 | -2 | 1.0 | 0 | -14
Cc1cnc(C(=O)OCC(=O)Nc2cccc(S(=O)(=O)N3CCOCC3)c2)cn1 | 6 | 10 | 1 | -1 | 2 | 0.7 | -7 | 7
CCCc1cc(=O)[nH]c(SCc2ccc(C#N)cc2)n1 | 0 | -3 | 0 | 9 | 14 | 0.4 | -6 | 8
CCN(CC)c1nc(N2CCOCC2)nc2ccccc12 | 0 | 1 | -6 | 0 | 4 | -1.3 | 4 | 24
Cc1ccc(NNC(=O)c2c(F)cccc2Cl)cc1C | -2 | 7 | 3 | 1 | 25 | -1.2 | 5 | 4
Cc1ccc(S(=O)(=O)Cc2ccc(C(=O)N3CCc4ccccc4C3)o2)cc1 | 1 | -11 | -4 | 30 | 24 | -1.9 | 3 | -6
O=C(c1cccs1)N(Cc1cc2ccccc2[nH]c1=O)c1ccccc1 | 14 | -71 | -1 | 18 | 15 | 4.3 | 26 | -10
O=C(N=Nc1c(O)[nH]c2ccc([N+](=O)[O-])cc12)c1cc(-c2ccccc2Cl)nc2ccccc12 | 8 | -5 | 3 | 8 | 10 | 2.4 | 10 | 5
N#Cc1ccccc1NC(=O)CSc1n[nH]c(=O)n1C1CC1 | -4 | 25 | -1 | -8 | -4 | -0.6 | -4 | 12
COCCN(Cc1ccccc1)C(=O)c1cccc(S(=O)(=O)N(C)c2c(C)n(C)n(-c3ccccc3)c2=O)c1 | -2 | 13 | 2 | 7 | -22 | -1.4 | 2 | 18
CCCCC1(C)OC(=O)C(=Cc2ccc(SC)cc2)C(=O)O1 (centres undefined) | -3 | -6 | -2 | 9 | 8 | -1.6 | -4 | 8
CCOC(=O)CN(c1ccccc1)S(=O)(=O)c1ccc(F)cc1 | 20 | 4 | -1 | 19 | 9 | -0.5 | 2 | 25
CCN=C1SC(C(=O)Nc2cccc(OCC)c2)CC(=O)N1CC (centres undefined) | 11 | 6 | -2 | 13 | 13 | 0.9 | 6 | 6
O=c1[nH]c(SCc2nc3ccccc3c(=O)n2-c2ccccc2)nc2ccccc12 | -20 | -32 | 1 | -3 | -5 | 5.7 | -16 | 4
Nc1ncnc2nc(Sc3ccc(Cl)cc3)[nH]c12 | 3 | 8 | -2 | 4 | 15 | 4.5 | -9 | -3
CCN1CCCC1CNC(=O)Cn1nc(C)n2c(cc3cc(C)ccc32)c1=O (centres undefined) | 14 | -14 | 0 | -2 | 10 | -0.8 | -7 | -13

One compound at a time, from the list above:
COCCN(Cc1ccccc1)C(=O)c1cccc(S(=O)(=O)N(C)c2c(C)n(C)n(-c3ccccc3)c2=O)c1 reads TIM10 inh: -2; 697 NFkB inh: 13; XBP1 UPR activ: 2; tim10-1 inh: 7; tim23-1 inh: -22; UPR CHOP act: -1.4; Jurkat NFkB inh: 2; Mdm2 MdmX PPI: 18
CCN=C1SC(C(=O)Nc2cccc(OCC)c2)CC(=O)N1CC (centres undefined) reads TIM10 inh: 11; 697 NFkB inh: 6; XBP1 UPR activ: -2; tim10-1 inh: 13; tim23-1 inh: 13; UPR CHOP act: 0.9; Jurkat NFkB inh: 6; Mdm2 MdmX PPI: 6

(continued)
SMILES | TIM10 inh | 697 NFkB inh | XBP1 UPR activ | tim10-1 inh | tim23-1 inh | UPR CHOP act | Jurkat NFkB inh | Mdm2 MdmX PPI
Cc1ccccc1Cn1nnc(-c2cccc(C(=O)O)c2)n1 | -10 | -78 | -6 | 7 | 27 | -3.7 | -75 | -44
COc1ccc(NC(=O)C(=O)NCCN2CCN(C(=O)c3cccc(Br)c3)CC2)cc1 | 4 | 4 | -4 | -5 | 7 | 3.2 | -3 | -15
Fc1ccccc1SCc1nnc(-c2ccccc2Br)o1 | 16 | -245 | -5 | 30 | 18 | 1.0 | -131 | -107
COc1ccc(/C=C2\SC(=S)N(CCCC(=O)N3CCCCC3CCO)C2=O)cc1 (centres undefined) | 11 | 3 | -6 | 32 | 42 | -3.8 | 4 | 64*
CCCCNC(=O)CCN1N=C(c2ccccc2)CCC1=O | -14 | 12 | -2 | 13 | -4 | 1.9 | 7 | -13
CCC(=O)NCc1cc(-c2nn(C)c(=O)c3ccccc23)ccc1OC | -6 | 12 | 8 | 6 | 0 | 1.2 | 9 | 21
CCCc1cc(C(=O)NC2CCCN(Cc3ccccc3F)C2)no1 (centres undefined) | 1 | 4 | 0 | 16 | 5 | 4.6 | 16 | -3
COc1ccc(-c2cc(C(F)(F)F)nc(SCC(=O)NCc3cccs3)n2)cc1OC | 11 | 19 | 4 | -2 | 22 | 1.4 | -1 | -3
COc1ccccc1OCCNC(=O)CCS(=O)(=O)c1ccccc1 | 8 | -11 | 2 | 0 | 11 | 0.7 | -13 | -21
Cc1nc(SCCc2ccccc2)[nH]c(=O)c1C | 1 | 9 | -3 | 2 | 2 | 2.8 | 6 | 24
COC(=O)c1[nH]c2ccc(Br)cc2c1NC(=O)CN1CCN(C2CCCCC2)CC1 | 9 | -1 | 8 | 6 | 1 | 8.2 | 68* | 99*
CCOc1ccccc1NC(=O)CSc1nc(=O)n(CCCN2CCOCC2)c2c1CCCC2 | 3 | 4 | 0 | 7 | 12 | -1.0 | 8 | 37
